# mABHD4 FP = ABHD4 inhibitors, primary screen, biochemical, fluorescence polarization, mouse; AID 720543, 2013; inhibition, % at 8.92 µM; purified mABHD4, FP-Rh probe fluorescence polarization; actives 0.54% (n = 370,000);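 active = inhibition exceeding the mean over every tested compound plus 3 SD, cut at about 30% in these data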;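 note: 0% = plate median of compound wells and 100% = S159A mutant with DMSO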
# Target sequence (Q8VD66 whole entry, looked up): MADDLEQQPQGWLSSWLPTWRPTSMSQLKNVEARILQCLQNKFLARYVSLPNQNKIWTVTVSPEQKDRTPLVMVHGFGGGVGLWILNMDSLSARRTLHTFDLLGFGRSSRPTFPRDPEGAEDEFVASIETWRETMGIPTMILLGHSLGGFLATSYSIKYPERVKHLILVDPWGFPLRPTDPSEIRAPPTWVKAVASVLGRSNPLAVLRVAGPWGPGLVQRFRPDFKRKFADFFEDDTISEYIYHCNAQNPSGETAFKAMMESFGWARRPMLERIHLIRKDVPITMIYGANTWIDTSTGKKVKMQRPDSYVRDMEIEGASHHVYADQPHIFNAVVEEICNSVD
#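 assay system = mABHD4 protein | compound dosing = single nominal dose of 8.92 µM, 0.89% DMSO final | read-out basis = percent inhibition of probe binding, normalized to plate controls | schedule = Enzyme–compound pre-incubation 45 min, then probe 60 min, both 25 °C | detection = fluorescence polarization, excitation 525 nm, emission 598 nm, BODIPY TMR filters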
# PRMT1 inh = PRMT1 methyltransferase inhibitors, primary screen, biochemical, fluorescence polarization; inhibition, % at 2.79 µM; actives 1.3% (n = 370,000); recombinant PRMT1, activity-based probe fluorescence polarization;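 active = inhibition above about 21% made by adding two undisclosed values, limit read from the data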
# NPR2 activator = human GC-B receptor activators, primary screen, HEK293 GC-B cells, cGMP TR-FRET, EC30 CNP; Atrial natriuretic peptide receptor 2 (Homo sapiens), P20594; 0% at EC30 CNP, 100% saturating CNP; activation, % at 10 µM; actives 0.11% (n = 370,000); AID 1920062, 2024;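 active = activation at 10 µM reaching about 35% in either raw or pattern-adjusted values, limit read from the data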
# GC-A act = GC-A stimulated cGMP production enhancers – HEK293 GC-A cells, cGMP TR-FRET, EC30 ANP, primary screen; Atrial natriuretic peptide receptor 1 (Homo sapiens), P16066; AID 1671463, 2021; 0% at EC30 ANP, 100% saturating ANP; actives 0.14% (n = 370,000); activation, % at 10 µM; in the data active = activation above about 40%
# UHRF1 binding = UHRF1 methylated DNA binding inhibitors, primary screen, counter-screen for MBD2 inhibitor project, biochemical, TR-FRET, human UHRF1, single concentration. actives 0.75% (n = 370,000). inhibition, % at 4.4 µM. E3 ubiquitin-protein ligase UHRF1 (Homo sapiens), Q96T88. AID 687016, 2013. UHRF1 binding to methylated oligo; in the data active = inhibition above about 21%;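 note: UHRF1 SRA domain binding a hemimethylated CpG hairpin DNA probe; 0% = median of test compound wells and 100% = reference inhibitor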
# rCAG binder = binders of r(CAG) RNA repeats, primary screen, biochemical, fluorescence. inhibition, % at 3 µM. actives 1.3% (n = 370,000). AID 651821, 2012. r(CAG) RNA repeat, TO-PRO-1 dye displacement fluorescence;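 active = inhibition above the plate cutoff, the mean of all test compounds on that plate plus 3 SD, cut at about 35% in these data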;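 note: 0% = DMSO alone and 100% = 100 µM mitoxantrone as full dye displacement; higher means more dye released from RNA so lower well fluorescence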
# TCR CD3 inh = inhibitors of human TCR-CD3 interaction, primary screen, biochemical, fluorescence, TAMRA-labeled TCR probe; T-cell receptor (TCR); inhibition, % at 9.4 µM; actives 0.37% (n = 360,000); AID 651800, 2012; in the data active = inhibition above about 19%;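 note: recombinant mutant TCR 2C K166C tagged with TAMRA read by polarization; 0% = receptor in buffer alone and 100% = receptor with positive control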
# MBD2 inh = inhibitors of MBD2 binding to methylated DNA, primary screen, biochemical, TR-FRET, DNA-binding domain, human; Methyl-CpG-binding domain protein 2 (Homo sapiens), Q9UBB5; MBD2 binding to methylated oligonucleotide; inhibition, % at 4.4 µM; actives 0.31% (n = 370,000); in the data active = inhibition above about 13%
# HTRA1 inh = HTRA1 serine protease inhibitors, primary screen, biochemical, fluorescence polarization, HTS | Q92743 | recombinant HTRA1, FP-rhodamine activity-based probe | inhibition, % at 5.96 µM | actives 0.5% (n = 340,000) | AID 504803, 2011; in the data active = inhibition above about 36%;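 note: 0% = enzyme with DMSO and 100% = wells lacking enzyme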
# Target sequence (Q92743 whole entry, looked up): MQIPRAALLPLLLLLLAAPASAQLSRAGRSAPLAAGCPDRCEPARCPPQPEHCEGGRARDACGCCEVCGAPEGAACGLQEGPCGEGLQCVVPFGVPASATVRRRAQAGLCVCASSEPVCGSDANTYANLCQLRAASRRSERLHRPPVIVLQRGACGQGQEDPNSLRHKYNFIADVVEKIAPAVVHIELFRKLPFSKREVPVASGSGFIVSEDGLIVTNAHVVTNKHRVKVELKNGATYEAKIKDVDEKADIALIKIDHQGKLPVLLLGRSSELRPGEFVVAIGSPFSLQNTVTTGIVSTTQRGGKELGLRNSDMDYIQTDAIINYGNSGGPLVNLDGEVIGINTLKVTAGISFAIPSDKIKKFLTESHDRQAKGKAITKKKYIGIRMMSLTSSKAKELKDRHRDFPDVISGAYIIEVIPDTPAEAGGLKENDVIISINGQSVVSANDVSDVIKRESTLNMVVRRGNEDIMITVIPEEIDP
# SIAE primary = human SIAE inhibitors, primary screen, biochemical, fluorescence polarization, FP-Rh probe, 1536-well HTS. inhibition, % at 9.66 µM. actives 0.69% (n = 370,000). Sialate O-acetylesterase (Homo sapiens), Q9HAT2. AID 1053197, 2014. SIAE FP-Rh probe binding;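 active = inhibition above a cutoff: mean of compounds within the control limits plus 3 SD of those, cut at about 17% in these data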;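 note: 0% = plate median of compound wells and 100% = probe without SIAE protein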
# * hit, by the source's call; nt = no result given. These rows are one share of the data; count on the stated rates, not on these rows.
SMILES,mABHD4 FP,PRMT1 inh,NPR2 activator,GC-A act,UHRF1 binding,rCAG binder,TCR CD3 inh,MBD2 inh,HTRA1 inh,SIAE primary
CN(Cc1ccco1)C(=O)C1CCN(c2nnc(-n3cccc3)s2)CC1,-3.6,-1.9,4.0,0.1,-0.9,-1.6,4.8,-0.2,2.4,-3.1
CC1Cc2ccccc2N1C(=O)CCN1C(=O)C2C3C=CC(C3)C2C1=O (centres undefined),1.2,-2.3,3.4,-2.3,19.4,-9.3,5.7,10.2,4.3,-4.3
O=P(O)(O)c1ccccc1OCc1ccccc1,3.8,3.0,1.0,1.0,2.2,1.7,-5.6,-4.7,10.8,1.7
CN1CCN(c2ccccc2NC(=O)c2ccc([N+](=O)[O-])cc2Cl)CC1,-1.1,4.0,1.1,-2.9,0.8,-0.7,-10.5,-1.9,2.6,1.7
O=C(c1ccc(Cl)cc1)c1c[nH]cc1-c1ccccc1,-4.7,1.1,1.0,5.0,2.9,1.0,-3.6,5.1,-9.9,2.5
COc1cc(-c2cnc3c(NC=O)cc(-c4cccc(C(=O)NCCN(C)C)c4)cn23)cc(OC)c1OC,3.2,0.8,2.4,6.6,9.3,6.9,3.1,1.8,nt,3.4
COc1ccc(CCN(C(=O)c2snc(C(N)=O)c2N)C(C)C(=O)NC2CCCCC2)cc1OC (centres undefined),5.0,2.5,3.9,0.3,-1.7,-1.5,8.1,-0.7,1.6,-3.7
CC(=O)N1CCN(S(=O)(=O)c2cccc(C(=O)NC3CCC(C)CC3)c2)CC1 (centres undefined),-4.2,-0.7,-2.5,-2.5,-0.5,-1.7,-4.2,4.0,0.2,5.5
Cc1ccc(CNC(=O)COC(=O)COc2ccc(C#N)cc2)cc1,-0.5,-3.1,-1.8,2.7,-3.7,-0.1,-3.6,2.1,-3.4,-8.8
Cc1cc(C)c2c(=O)n(-c3ccccc3)[nH]c2n1,-9.8,-1.6,2.1,-1.6,-3.8,6.7,-3.2,-20.4,-0.7,-1.8
O=C(O)C/C(=C\c1cccc(NC(=O)c2ccccc2Cl)c1)c1nc2ccccc2s1,-9.2,3.7,0.1,-3.4,-0.1,53.5*,1.1,-1.6,-36.1,-13.0
C[C@H]1[C@@H](N(C)CC2CCCCC2)CC[C@@]23CCCN2C(=O)CCC[C@@H]13,-1.1,0.4,-2.7,-1.9,-2.6,nt,nt,-2.1,nt,3.8
COc1cc(C(=O)NCCc2cc3c(OC)ccc(OC)c3[nH]c2=O)cc(OC)c1OC,-2.8,3.6,-8.5,-8.8,4.6,-2.5,-6.0,0.6,0.5,-8.4
O=C(COC(=O)c1ncc(Cl)c(Cl)c1Cl)Nc1ccccc1OC(F)F,0.3,3.0,-1.5,2.7,6.3,-2.9,-7.5,-2.9,-3.7,3.8
O=C(Nc1ccccc1N1CCOCC1)c1ccc(Br)o1,3.8,-0.2,0.9,1.8,0.0,-5.0,2.8,6.5,-10.4,-4.9
C/C(CC(=O)Nc1ccc([N+](=O)[O-])cc1)=N/NC(=O)C1CC12CCC2 (centres undefined),-12.2,1.3,-1.5,1.3,0.3,6.0,-1.2,-2.0,-11.4,2.0
O=C(COc1ccc(/C=N/NC(=O)c2ccccc2)cc1)Nc1ccc([N+](=O)[O-])cc1,5.1,-2.0,6.3,-7.4,8.2,-2.3,2.0,-0.1,-5.4,-28.5
CC1CN(S(=O)(=O)c2cccc(C(=O)Nc3ccccc3N3CCOCC3)c2)CC(C)O1 (centres undefined),2.6,-1.2,-1.5,-2.1,-1.2,-4.4,-3.5,-1.4,4.9,2.9
CCOc1ccc(N(CC(=O)NCCSCc2ccco2)S(=O)(=O)c2ccc(C)cc2)cc1,5.3,4.7,1.3,1.8,3.1,-3.1,2.5,-1.4,-17.8,3.2
Cc1onc(-c2ccccc2Cl)c1C(=O)N1CCC(C)CC1,1.0,3.4,-2.9,1.6,1.7,-2.5,-2.5,-2.8,4.1,1.4

# Retrieved by structure from the list above, 4 records:
SMILES,mABHD4 FP,PRMT1 inh,NPR2 activator,GC-A act,UHRF1 binding,rCAG binder,TCR CD3 inh,MBD2 inh,HTRA1 inh,SIAE primary
COc1cc(C(=O)NCCc2cc3c(OC)ccc(OC)c3[nH]c2=O)cc(OC)c1OC,-2.8,3.6,-8.5,-8.8,4.6,-2.5,-6.0,0.6,0.5,-8.4
O=C(Nc1ccccc1N1CCOCC1)c1ccc(Br)o1,3.8,-0.2,0.9,1.8,0.0,-5.0,2.8,6.5,-10.4,-4.9
CCOc1ccc(N(CC(=O)NCCSCc2ccco2)S(=O)(=O)c2ccc(C)cc2)cc1,5.3,4.7,1.3,1.8,3.1,-3.1,2.5,-1.4,-17.8,3.2
O=C(COC(=O)c1ncc(Cl)c(Cl)c1Cl)Nc1ccccc1OC(F)F,0.3,3.0,-1.5,2.7,6.3,-2.9,-7.5,-2.9,-3.7,3.8

# (continued)
SMILES,mABHD4 FP,PRMT1 inh,NPR2 activator,GC-A act,UHRF1 binding,rCAG binder,TCR CD3 inh,MBD2 inh,HTRA1 inh,SIAE primary
Cc1cc(N2C(=O)C(O)=C(C(=O)c3cccs3)C2c2cccc(O)c2)no1 (centres undefined),6.8,10.1,-0.6,-0.2,-3.3,7.8,-2.5,-8.1,7.1,11.9
OC(CN1CCOCC1)Cn1c2ccccc2c2ccccc21 (centres undefined),-1.7,-0.7,-3.3,-3.8,-0.4,-4.8,0.1,-6.6,0.7,5.3
COc1ccc(-c2cc(=O)oc(-c3cccc(C)c3)n2)cc1,-2.1,13.5,-11.4,-6.2,3.6,2.8,4.6,-0.9,3.3,-1.6
FC(F)(F)c1cccc(N2CCN(C(=S)NC3CCCCC3)CC2)c1,1.5,0.7,2.1,-1.7,0.7,-1.5,-0.4,0.0,-5.0,0.4
NS(=O)(=O)c1ccc(CCNC(=O)c2ccc[nH]c2=S)cc1,-1.2,38.6*,-1.1,8.0,2.4,-1.9,-9.7,-1.1,2.2,0.9
Cc1ccc(S(=O)(=O)NCCC(=O)NCC(c2ccco2)N2CCCCC2)cc1C (centres undefined),2.4,-4.3,-2.3,4.9,1.0,-6.4,1.7,-2.8,1.1,-5.4
COc1ccc(Nc2cc(C(=O)N3CCc4ccccc4C3)c3ccccc3n2)c(OC)c1,-0.6,-3.7,-1.4,-5.4,-6.2,2.2,3.9,-5.8,8.4,5.6
CCOc1ccc(-c2cc(N3C(=O)Nc4ccccc4N3O)on2)cc1,-6.1,0.6,2.9,-0.3,5.2,19.8,-7.7,-2.7,-6.4,-0.9
O=C(O)CCSc1nc2ccccc2n1Cc1ccccc1,-2.9,2.1,-1.3,-1.8,3.7,-0.1,-7.3,1.8,7.1,1.6
COc1cccc(CN[C@@H]2CC[C@@]34CCCN3C(=O)CCC[C@H]4C2)c1,4.0,2.7,-5.7,-1.6,-1.1,nt,nt,4.1,nt,-0.3
COc1ccc(C)cc1NC(=O)Cc1csc(NC(=O)Nc2ccccc2OC)n1,1.9,5.8,-11.5,-5.9,-0.4,8.5,-4.9,-1.3,-54.9,-15.7
O=C(NCCCCC(NC(=O)c1ccccc1)C(=O)O)OCc1ccccc1 (centres undefined),3.9,0.4,-3.6,4.5,0.7,7.0,6.5,0.6,nt,0.1
O=C(CCc1nc2sc3c(c2c(=O)[nH]1)CCCC3)N1CCN(c2ccccc2)CC1,-1.2,3.0,-3.2,-3.1,0.0,4.4,-2.7,-5.2,-6.3,3.0
Cc1cccc(C(=O)N/N=C/c2ccc[nH]2)c1,0.7,-4.2,-1.8,3.2,13.5,-1.2,7.1,-9.8,4.1,5.5
CN1OC[C@@H]2CN(CC3CCCCC3)[C@H](c3ccc(-c4ccc(C#N)cc4)cc3)C[C@@H]21,-3.7,-7.8,-5.1,-5.1,-1.0,2.9,-4.0,1.2,nt,-7.0
O=C(CSc1nnc(-c2cccnc2)n1-c1ccc(Cl)cc1)Nc1ccc(S(=O)(=O)Nc2nccs2)cc1,3.2,0.6,0.7,0.4,-1.5,58.8*,nt,2.9,nt,-4.5
CCN1CCc2c(sc3c2c(NCc2ccco2)nc2nnnn23)C1,10.9,6.9,-0.9,14.0,-2.3,-2.5,5.7,3.7,3.9,2.7
CCN(C(=O)COC(=O)c1cc(Cl)ccc1OC)c1c(N)n(Cc2ccccc2)c(=O)[nH]c1=O,-2.1,2.0,2.2,-0.7,-3.8,-3.9,1.6,-3.2,-1.2,0.0
Cc1ccc(Cl)cc1NC(=O)CCN1C(=O)C2C3CCC(C3)C2C1=O (centres undefined),2.2,-2.7,5.8,0.8,-0.3,-3.3,-7.5,2.0,0.4,-0.4
CCOC(=O)N1CCN(C(=O)CN(C2CCCCC2)S(=O)(=O)c2c(C)cc(C)cc2C)CC1,1.6,2.2,0.5,-2.0,-0.5,-6.2,6.5,1.7,-3.5,13.0
COCCNC(=O)COC(=O)C1=Cc2ccccc2OC1,0.2,-5.4,nt,nt,-2.9,-1.1,5.3,-4.8,1.9,-2.5
COc1cc(C(=O)c2ccc3c(c2)OCO3)cc(OC)c1OC,10.0,0.4,2.9,1.0,-0.1,1.2,6.0,0.1,-3.8,3.7
Cc1cc(NC(=O)CSc2nnc(CNc3ccc(F)cc3)n2C2CCCCC2)no1,-3.5,-3.7,-4.1,-9.9,-1.7,-3.4,-0.9,0.6,-22.9,5.5
C/C(=N\Nc1nc(-c2ccccc2)cs1)c1cccs1,2.7,10.8,2.6,3.6,-5.0,11.7,-0.8,-5.1,19.2,13.5
COC(=O)C1CCN(Cc2ccc(OCCCN3CCN(c4ccc([N+](=O)[O-])cc4)CC3)cc2)CC1,-2.9,-4.0,6.2,-2.2,-2.5,-5.5,-4.7,0.5,0.9,-5.5
CCC1(O)CC(c2ccccc2)=NN1C(=O)c1ccccc1F (centres undefined),0.5,-7.1,-0.1,2.5,0.4,1.1,12.7,-2.9,8.6,2.4
COc1ccc(-n2c(CN3CCN(c4ccc(F)cc4)CC3)nc3ccc([N+](=O)[O-])cc3c2=O)c(OC)c1,0.5,0.1,5.0,-4.6,4.1,8.9,-2.9,2.4,-11.7,-1.9
CN1CCN(c2cnn(-c3ccccc3)c(=O)c2Br)CC1,4.2,-3.3,4.4,4.7,9.0,-1.5,11.1,2.1,1.4,4.9
CC(=O)Nc1ccc(NC(=O)c2ccc(-n3c(C)ccc3C)cc2)cc1,1.8,-4.2,-9.8,2.1,-1.6,6.0,-2.0,0.6,7.4,4.4
O=C(CNCc1cccs1)Nc1ccc(OC(F)(F)F)cc1,6.0,1.7,-1.7,1.7,0.3,-3.9,2.4,1.0,3.3,3.5
COc1ccc2oc(=N)c(C(=O)Nc3ccc(Cl)cc3)cc2c1,-3.9,-0.2,-2.5,-3.7,-0.5,0.3,8.1,-4.8,3.0,-0.1
Cc1onc(C(=O)Nc2ccccc2C(F)(F)F)c1[N+](=O)[O-],-6.7,-8.6,6.9,-0.7,1.2,-1.0,1.0,-4.1,3.8,-1.2
